Apaf-1 inh: inhibitors of human Apaf-1 apoptosome; O14727; reconstituted apoptosome caspase-3 activity, DEVD-Rh110 fluorescence; inhibition, % at 20 µM; hit rate 0.71% among 330,000; AID 489030; active = inhibition of at least 40% at 20 µM;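 also: plate controls were DMSO wells for no effect and DEVD-CHO caspase inhibitor wells for full effect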
Target sequence (O14727 whole entry, looked up): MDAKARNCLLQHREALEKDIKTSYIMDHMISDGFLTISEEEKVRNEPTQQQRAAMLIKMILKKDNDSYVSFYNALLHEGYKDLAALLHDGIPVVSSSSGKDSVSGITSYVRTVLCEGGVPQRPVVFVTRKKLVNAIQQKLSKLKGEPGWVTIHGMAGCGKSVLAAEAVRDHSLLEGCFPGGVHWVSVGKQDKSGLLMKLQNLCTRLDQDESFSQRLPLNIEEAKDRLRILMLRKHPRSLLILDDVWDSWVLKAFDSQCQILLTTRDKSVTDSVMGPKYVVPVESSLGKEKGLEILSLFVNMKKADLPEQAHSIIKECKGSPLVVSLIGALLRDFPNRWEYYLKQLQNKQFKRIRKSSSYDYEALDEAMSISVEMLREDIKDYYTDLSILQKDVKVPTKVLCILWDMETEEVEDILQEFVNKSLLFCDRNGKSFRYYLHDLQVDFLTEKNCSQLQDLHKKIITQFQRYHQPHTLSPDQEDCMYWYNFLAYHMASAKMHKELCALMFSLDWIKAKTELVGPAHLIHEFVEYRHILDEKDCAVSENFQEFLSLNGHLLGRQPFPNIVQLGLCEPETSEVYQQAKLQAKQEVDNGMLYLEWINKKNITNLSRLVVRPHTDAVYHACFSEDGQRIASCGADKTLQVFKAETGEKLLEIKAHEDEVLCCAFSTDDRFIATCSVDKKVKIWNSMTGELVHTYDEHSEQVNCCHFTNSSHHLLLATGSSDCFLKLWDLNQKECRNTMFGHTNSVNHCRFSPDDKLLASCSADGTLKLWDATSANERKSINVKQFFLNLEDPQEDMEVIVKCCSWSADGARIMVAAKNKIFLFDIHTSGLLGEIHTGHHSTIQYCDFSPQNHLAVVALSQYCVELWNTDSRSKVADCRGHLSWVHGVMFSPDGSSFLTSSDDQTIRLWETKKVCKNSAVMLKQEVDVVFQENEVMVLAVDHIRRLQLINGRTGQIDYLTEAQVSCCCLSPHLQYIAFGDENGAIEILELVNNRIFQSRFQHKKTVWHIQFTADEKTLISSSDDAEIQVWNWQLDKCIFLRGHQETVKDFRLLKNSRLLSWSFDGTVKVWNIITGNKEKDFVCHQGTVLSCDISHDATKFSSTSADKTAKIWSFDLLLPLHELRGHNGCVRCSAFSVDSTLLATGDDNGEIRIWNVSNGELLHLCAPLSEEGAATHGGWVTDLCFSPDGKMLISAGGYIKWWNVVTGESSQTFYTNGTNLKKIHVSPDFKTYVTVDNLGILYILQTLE
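Material: reconstituted apoptosome with Apaf-1, cytochrome c, caspase-9, procaspase-3, dATP; medium: pH 7.5 Hepes buffer with CHAPS, BSA, DTT; also added: cytochrome c and DEVD-Rh110 substrate; timing: 30 min plus 50 min, RT; signal: Rh110 fluorescence intensity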
Gli-Sufu block: Gli-Sufu pathway antagonism | hit rate 0.74% among 340,000 | AID 588413 | Sufu-KO-LIGHT fibroblasts, Gli luciferase reporter luminescence | inhibition, % at 5 µM;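 active = inhibition above about 55%, limit read from the data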;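 also: 0% = DMSO-treated cells and 100% = wells with medium but no cells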
697 NFkB inh: lowers PMA/ionomycin-induced NF-kB signal in 697 B cells | hit rate 0.33% among 330,000 | inhibition, % at 4 µM | 697 B-cell NF-kB luciferase reporter, 16 h; in the data active = inhibition above about 35%
UBC13 inh: inhibitors of human UBC13 polyubiquitin chain formation | TR-FRET | inhibition, % at 20 µM | hit rate 0.47% among 330,000; in the data active = inhibition above about 45%, passing the limit was not always enough
CCR6 antag: antagonists of human CCR6 receptor; P51684; CHO-K1 CCR6 PathHunter beta-arrestin, luminescence, CCL20-stimulated; inhibition, % at 20 µM; hit rate 0.49% among 340,000; AID 493098;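 active = compounds whose inhibition of the agonist-driven luminescence signal at 20 µM reaches about 50%, limit read from the data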;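 also: cells stimulated with CCL20 at 14 nM final; plate controls were DMSO with CCL20 for no effect and DMSO without agonist for full effect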
SENP8 inh: inhibitors of human SENP8 protease. Q96LD8. purified SENP8, Z-RLRGG-aminoluciferin cleavage, luminescence. hit rate 1.2% among 330,000. inhibition, % at 10 µM
EBI2 antag: blocks human EBI2 receptor beta-arrestin signaling; P32249; EBI2 beta-arrestin recruitment, luminescence, 7a,25-OHC stimulated; inhibition, % at 5 µM; hit rate 0.81% among 360,000; AID 651636; in the data active = inhibition above about 38%;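 also: enzyme fragment complementation signal reports receptor beta-arrestin coupling in cells; 0% = agonist plus DMSO wells and 100% = wells without agonist; some results beyond the cut were filed as inactive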
Jurkat NFkB inh: lowers PMA/ionomycin-induced NF-kB signal in Jurkat cells | PMA/ionomycin-induced NF-kB luciferase reporter, luminescence | hit rate 0.53% among 330,000 | inhibition, % at 4 µM
* marks the source's active call; other numbers are inactive results. Rule as the data show it, unless noted: active = inhibition above about 50%; inactive = the rest. Not all compounds are listed. The share of hits here may be higher or lower than overall.

`COc1ccc(CCN(C)C(=O)CN2C(=O)NC3(CCCc4ccccc43)C2=O)cc1OC` (stereo not given) gave Apaf-1 inh 2, Gli-Sufu block 3, 697 NFkB inh 3, UBC13 inh 2, CCR6 antag 3, SENP8 inh -9, EBI2 antag -12 and Jurkat NFkB inh 1.
`Cn1c(=O)n(C)c2cc(N3CCCCC3)c(NC(=O)c3cccc(Cl)c3)cc21` gave Apaf-1 inh 25, Gli-Sufu block 34, 697 NFkB inh 17, UBC13 inh 11, CCR6 antag 20, SENP8 inh 5, EBI2 antag 22 and Jurkat NFkB inh -2.
CCOC(=O)n1c(=O)n(Cc2ccccc2Cl)c2ccccc21 was read as Apaf-1 inh 15, Gli-Sufu block 7, 697 NFkB inh -9, UBC13 inh 10, CCR6 antag 38, SENP8 inh -12, EBI2 antag -3 and Jurkat NFkB inh -6.
Screening O=C(CSc1nnnn1C1CCCCC1)NCc1ccco1 returned Apaf-1 inh 2, Gli-Sufu block -2, 697 NFkB inh 4, UBC13 inh 3, CCR6 antag 1, SENP8 inh -2, EBI2 antag -3 and Jurkat NFkB inh -5.
`C/C(=N\NC(=O)CCC(=O)Nc1ccccc1)c1cccs1` gave Apaf-1 inh -9, Gli-Sufu block -1, 697 NFkB inh 9, UBC13 inh 0, CCR6 antag 3, SENP8 inh -2, EBI2 antag -3 and Jurkat NFkB inh 5.
For CCOc1ccc(S(=O)(=O)NCCC(=O)NCc2ccco2)cc1 the results were Apaf-1 inh 5, Gli-Sufu block 3, 697 NFkB inh -4, UBC13 inh -6, CCR6 antag -3, SENP8 inh 6, EBI2 antag 3 and Jurkat NFkB inh 1.
CCCn1c(C)cc(C(=O)COC(=O)c2ccc(Cl)c(S(=O)(=O)N3CCCC3)c2)c1C was read as Apaf-1 inh 1, Gli-Sufu block -1, 697 NFkB inh -12, UBC13 inh -1, CCR6 antag 36, SENP8 inh -3, EBI2 antag 12 and Jurkat NFkB inh 4.
Screening CCCc1nn(C)c(C(=O)Nc2ccc(CC)cc2)c1Cl returned Apaf-1 inh 17, Gli-Sufu block -11, 697 NFkB inh -26, UBC13 inh -2, CCR6 antag 16, SENP8 inh -19, EBI2 antag 13 and Jurkat NFkB inh -25.
`COCCCNC(=O)C(=O)Nc1cc2c3c(c1)CCC(=O)N3CCC2` gave Apaf-1 inh 4, Gli-Sufu block -5, 697 NFkB inh 9, UBC13 inh 3, CCR6 antag 9, SENP8 inh 0, EBI2 antag 2 and Jurkat NFkB inh 0.
`O=C1CCC/C=C\C[C@H](CC(=O)N(CCO)Cc2ccccc2)C(=O)N2CCC[C@@H]2CO1` gave Apaf-1 inh 3, Gli-Sufu block -7, 697 NFkB inh 28, UBC13 inh -4, CCR6 antag 0, SENP8 inh -5, EBI2 antag -4 and Jurkat NFkB inh 5.
`CCOP(=O)(OCC)C(Nc1ccccn1)c1ccccc1` (stereo not given) gave Apaf-1 inh -2, Gli-Sufu block -5, 697 NFkB inh 9, UBC13 inh 6, CCR6 antag 3, SENP8 inh -5, EBI2 antag 5 and Jurkat NFkB inh 6.
For Cc1ccc(C(=O)Nc2c(C#N)c(C)c(C)n2Cc2ccccc2)cc1 the results were Apaf-1 inh 25, Gli-Sufu block 4, 697 NFkB inh -1, UBC13 inh -9, CCR6 antag 6, SENP8 inh -1, EBI2 antag 12 and Jurkat NFkB inh 2.

Continued, overlapping the part above by 3 compounds.
`O=C1CCC/C=C\C[C@H](CC(=O)N(CCO)Cc2ccccc2)C(=O)N2CCC[C@@H]2CO1` gave Apaf-1 inh 3, Gli-Sufu block -7, 697 NFkB inh 28, UBC13 inh -4, CCR6 antag 0, SENP8 inh -5, EBI2 antag -4 and Jurkat NFkB inh 5.
`CCOP(=O)(OCC)C(Nc1ccccn1)c1ccccc1` (stereo not given) gave Apaf-1 inh -2, Gli-Sufu block -5, 697 NFkB inh 9, UBC13 inh 6, CCR6 antag 3, SENP8 inh -5, EBI2 antag 5 and Jurkat NFkB inh 6.
For Cc1ccc(C(=O)Nc2c(C#N)c(C)c(C)n2Cc2ccccc2)cc1 the results were Apaf-1 inh 25, Gli-Sufu block 4, 697 NFkB inh -1, UBC13 inh -9, CCR6 antag 6, SENP8 inh -1, EBI2 antag 12 and Jurkat NFkB inh 2.
For Cc1sc(-c2c(C#N)c(N)nc3c2CCCCCC3)cc1[N+](=O)[O-] the results were Apaf-1 inh -19, Gli-Sufu block 6, 697 NFkB inh 20, UBC13 inh -14, CCR6 antag 11, SENP8 inh 8, EBI2 antag 1 and Jurkat NFkB inh 15.
`CC(=O)Nc1ccc(N/C=C/C(=O)c2ccccc2)cc1` gave Apaf-1 inh -8, Gli-Sufu block -135, 697 NFkB inh -115, UBC13 inh 2, CCR6 antag -3, SENP8 inh 50*, EBI2 antag 11 and Jurkat NFkB inh -109.
Screening CSc1c(C#N)sc(=S)n1-c1ccc(C)cc1 returned Apaf-1 inh 5, Gli-Sufu block -2, 697 NFkB inh 9, UBC13 inh 3, CCR6 antag 10, SENP8 inh 0, EBI2 antag 9 and Jurkat NFkB inh 19.
For CCn1c(SCC(=O)Nc2nncs2)nnc1C(C)NC(=O)c1ccccc1Br (stereo not given) the results were Apaf-1 inh -2, Gli-Sufu block -24, 697 NFkB inh 4, UBC13 inh 2, CCR6 antag 7, SENP8 inh 2, EBI2 antag 1 and Jurkat NFkB inh -3.
`O=C(OCc1ccccc1)N1CCCC1/C=C/CN1CCOCC1` (stereo not given) gave Apaf-1 inh -12, Gli-Sufu block -5, 697 NFkB inh 3, UBC13 inh 7, CCR6 antag 14, SENP8 inh 10, EBI2 antag -26 and Jurkat NFkB inh -8.
`COC(=O)[C@]1(Cc2ccccc2)N[C@H](c2ccc(-c3ccc(F)cc3)cc2)[C@@H]2C(=O)N(C)C(=O)[C@@H]21` gave Apaf-1 inh 7, Gli-Sufu block 28, 697 NFkB inh 15, UBC13 inh -11, CCR6 antag 7, SENP8 inh 6, EBI2 antag 19 and Jurkat NFkB inh 20.
For O=c1c2ccccc2oc2cc(OCc3cccc(F)c3)cc(O)c12 the results were Apaf-1 inh 7, Gli-Sufu block 2, 697 NFkB inh 5, UBC13 inh 4, CCR6 antag 9, SENP8 inh -7, EBI2 antag 0 and Jurkat NFkB inh -6.
Screening O=C(NC(Cc1c[nH]c2ccccc12)C(=O)O)c1ccccc1 (stereo not given) returned Apaf-1 inh 3, Gli-Sufu block 5, 697 NFkB inh 5, UBC13 inh -3, CCR6 antag 6, SENP8 inh -5, EBI2 antag -6 and Jurkat NFkB inh 6.
`c1ccc2[nH]c(NN=C3CCCCCC3)nc2c1` gave Apaf-1 inh 8, Gli-Sufu block -24, 697 NFkB inh -37, UBC13 inh -9, CCR6 antag 14, SENP8 inh 16, EBI2 antag 6 and Jurkat NFkB inh -102.
`CCOC(=O)C1CCN(C(=O)Cc2cccs2)CC1` gave Apaf-1 inh 0, Gli-Sufu block -5, 697 NFkB inh 6, UBC13 inh 6, CCR6 antag -1, SENP8 inh 3, EBI2 antag 1 and Jurkat NFkB inh -9.
`Cc1c(C=O)c2ccccc2n1CCOc1ccccc1` gave Apaf-1 inh 0, Gli-Sufu block 9, 697 NFkB inh -12, UBC13 inh 8, CCR6 antag 21, SENP8 inh -1, EBI2 antag -7 and Jurkat NFkB inh -15.
Screening O=C(CCN1C(=O)/C(=C\c2ccccc2)SC1=S)N1CCCCC1 returned Apaf-1 inh 17, Gli-Sufu block -7, 697 NFkB inh 3, UBC13 inh -13, CCR6 antag 13, SENP8 inh -14, EBI2 antag -6 and Jurkat NFkB inh -7.
`O=C1CCC/C=C\C[C@@H](CC(=O)N(CCO)Cc2ccccc2)C(=O)N[C@H](c2ccccc2)CO1` gave Apaf-1 inh -3, Gli-Sufu block -2, 697 NFkB inh 1, UBC13 inh 15, CCR6 antag 11, SENP8 inh 4, EBI2 antag -11 and Jurkat NFkB inh 2.
Screening COc1cccc(NC2SC(=O)N(c3ccccc3)C2=O)c1 (stereo not given) returned Apaf-1 inh 0, Gli-Sufu block -5, 697 NFkB inh -34, UBC13 inh -2, CCR6 antag 14, SENP8 inh -2, EBI2 antag -5 and Jurkat NFkB inh -44.
CCc1nnc(NC(=O)c2ccc(S(=O)(=O)N(CCOC)CCOC)cc2)o1 was read as Apaf-1 inh -5, Gli-Sufu block -9, 697 NFkB inh 18, UBC13 inh -10, CCR6 antag -6, SENP8 inh -4, EBI2 antag 2 and Jurkat NFkB inh 5.
COc1ccc(NC(=S)N2CCN(S(C)(=O)=O)CC2)cc1 was read as Apaf-1 inh -4, Gli-Sufu block -5, 697 NFkB inh -4, UBC13 inh -4, CCR6 antag 7, SENP8 inh -1, EBI2 antag 4 and Jurkat NFkB inh -4.
Cn1c(Cl)cnc1C(O)c1ccccc1 (stereo not given) was read as Apaf-1 inh -11, Gli-Sufu block -1, 697 NFkB inh 16, UBC13 inh 6, CCR6 antag 11, SENP8 inh 8, EBI2 antag -3 and Jurkat NFkB inh -9.
For CC12COC3(C(=O)Nc4ccc(Cl)cn4)CC1CCC32C (stereo not given) the results were Apaf-1 inh 8, Gli-Sufu block -1, 697 NFkB inh -31, UBC13 inh 2, CCR6 antag 3, SENP8 inh 0, EBI2 antag 0 and Jurkat NFkB inh -20.
Screening O=C(NCc1ccc2c(c1)OCO2)C1CC(=O)N(CCc2ccccc2)C1 (stereo not given) returned Apaf-1 inh 3, Gli-Sufu block 0, 697 NFkB inh 8, UBC13 inh -6, CCR6 antag 18, SENP8 inh -9, EBI2 antag 6 and Jurkat NFkB inh -1.
For CCOC(=O)c1c(NC(=O)Cn2nc([N+](=O)[O-])c(Br)c2C)sc2c1CCC(C)C2 (stereo not given) the results were Apaf-1 inh 0, Gli-Sufu block 14, 697 NFkB inh -8, UBC13 inh -9, CCR6 antag 2, SENP8 inh 3, EBI2 antag 16 and Jurkat NFkB inh 0.
`COc1ccccc1N1CCN(C(C)C(=O)N2CC(C)OC(C)C2)CC1` (stereo not given) gave Apaf-1 inh -2, Gli-Sufu block 7, 697 NFkB inh -9, UBC13 inh -14, CCR6 antag -2, SENP8 inh -2, EBI2 antag -13 and Jurkat NFkB inh 13.
CCNC(=O)CC1C(=O)N(c2ccc(OC)cc2)C(=O)N1CCOC (stereo not given) was read as Apaf-1 inh 6, Gli-Sufu block 8, 697 NFkB inh 14, UBC13 inh -8, CCR6 antag 8, SENP8 inh -12, EBI2 antag -8 and Jurkat NFkB inh 2.
Screening COCCN1C(=O)N[C@@H](c2cccc(C(F)(F)F)c2)[C@H](C(C)=O)[C@H]1C returned Apaf-1 inh -2, Gli-Sufu block -6, 697 NFkB inh 9, UBC13 inh -2, CCR6 antag -14, SENP8 inh -3, EBI2 antag -1 and Jurkat NFkB inh 14.
`COc1nnc(-c2ccc(C)c(S(=O)(=O)NC(C)C)c2)c2ccccc12` gave Apaf-1 inh 6, Gli-Sufu block 5, 697 NFkB inh 6, UBC13 inh 3, CCR6 antag 22, SENP8 inh 13, EBI2 antag -1 and Jurkat NFkB inh -8.
For CN1CCN(CC2(O)CCN(S(=O)(=O)c3ccc(Cl)cc3)CC2)CC1 the results were Apaf-1 inh -3, Gli-Sufu block 5, 697 NFkB inh -13, UBC13 inh 9, CCR6 antag -3, SENP8 inh 0, EBI2 antag -17 and Jurkat NFkB inh -10.
N#Cc1cc(N)ccc1Sc1ccccc1 was read as Apaf-1 inh -1, Gli-Sufu block -1, 697 NFkB inh -4, UBC13 inh 5, CCR6 antag 1, SENP8 inh 2, EBI2 antag 1 and Jurkat NFkB inh 7.
`COC(=O)c1ccn(CSc2c(F)c(F)cc(F)c2F)n1` gave Apaf-1 inh 5, Gli-Sufu block -2, 697 NFkB inh 9, UBC13 inh 4, CCR6 antag 6, SENP8 inh -5, EBI2 antag -13 and Jurkat NFkB inh 5.
O=C(O)CN1CCN(CC(=O)O)CCN(CC(=O)O)CCN(CC(=O)O)CC1 was read as Apaf-1 inh -6, Gli-Sufu block 2, 697 NFkB inh 5, UBC13 inh -9, CCR6 antag 6, SENP8 inh 2, EBI2 antag -2 and Jurkat NFkB inh -7.

Bioassay records deposited in PubChem BioAssay by Sanford-Burnham Center for Chemical Genomics.
